# V1R ag counter – agonists of human V1a receptor, primary screen, counter-screen for OXTR agonist project, fluorescence, CHO-V1R cells; Vasopressin V1a receptor (Homo sapiens), P37288; Fluo-8 calcium fluorescence, agonist mode; 0% DMSO, 100% 3 nM vasopressin; activation, % at 3 µM; hit rate 0.25% among 320,000;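 active = activation above the mean activation of all tested compounds plus 3 SD, per screening run, cut at about 20% in these data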;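 note: signal is peak over basal fluorescence ratio across a 100 second FLIPR read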
# Target sequence (P37288 whole entry, looked up): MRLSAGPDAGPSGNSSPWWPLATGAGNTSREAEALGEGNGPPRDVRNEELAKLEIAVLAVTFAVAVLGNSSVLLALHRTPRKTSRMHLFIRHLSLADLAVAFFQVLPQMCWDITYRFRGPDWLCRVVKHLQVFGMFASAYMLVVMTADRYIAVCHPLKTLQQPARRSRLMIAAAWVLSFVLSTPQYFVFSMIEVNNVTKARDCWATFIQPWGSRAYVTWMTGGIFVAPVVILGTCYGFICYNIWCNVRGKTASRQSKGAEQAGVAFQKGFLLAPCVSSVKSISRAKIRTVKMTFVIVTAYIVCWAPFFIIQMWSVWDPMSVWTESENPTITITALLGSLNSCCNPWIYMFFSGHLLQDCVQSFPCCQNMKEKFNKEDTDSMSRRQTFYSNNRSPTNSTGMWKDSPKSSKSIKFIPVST
# IMP-1 inhibitor – IMP-1 metallo-beta-lactamase inhibitors, primary screen, biochemical, epi-absorbance readout, Pseudomonas aeruginosa enzyme. metallo-beta-lactamase IMP-1 (Pseudomonas aeruginosa). purified IMP-1, nitrocefin hydrolysis, epi-absorbance fluorescence. inhibition, % at 5.6 µM. hit rate 0.45% among 290,000. AID 1556, 2009;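 active = inhibition above the mean plus 3 SD of all compounds in the same screening run, cut at about 4.5% in these data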;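 note: 0% = IMP-1 with DMSO and 100% = DMSO wells lacking enzyme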
#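 system = purified recombinant IMP-1 beta-lactamase | amount = 0.2 nM IMP-1, as dispensed | medium = HEPES buffer pH 7.1 with ZnSO4 and Brij 35 | times = 25 °C, 15 min preincubation, 25 min reaction | detection = plate fluorescence quenching by hydrolysis product, ex 480/em 530 nm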
# VIM-2 inhibitor – VIM-2 metallo-beta-lactamase inhibitors, primary screen, biochemical, epi-absorbance readout, Pseudomonas aeruginosa enzyme; hit rate 0.89% among 290,000; purified VIM-2, nitrocefin hydrolysis, epi-absorbance fluorescence; inhibition, % at 5.6 µM;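 active = inhibition above the mean of all tested compounds plus 3 SD, cutoff set per screening run, cut at about 7.5% in these data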;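 note: red hydrolysis product quenches plate fluorescence so inhibitors raise well fluorescence; 0% = enzyme with DMSO and 100% = DMSO without enzyme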
# GPR7 antagonist – GPR7 receptor antagonists, primary screen, cell-based, fluorescence, single concentration. GPR7-expressing cells, fluorescence antagonist assay. inhibition, % at 4.4 µM. hit rate 1.1% among 290,000. AID 1861, 2009; in the data active = inhibition above about 16%, passing the limit was not always enough;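 note: cells stimulated with the agonist NPW; 0% = agonist with vehicle and 100% = vehicle without agonist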
# Target sequence (P48145 whole entry, looked up): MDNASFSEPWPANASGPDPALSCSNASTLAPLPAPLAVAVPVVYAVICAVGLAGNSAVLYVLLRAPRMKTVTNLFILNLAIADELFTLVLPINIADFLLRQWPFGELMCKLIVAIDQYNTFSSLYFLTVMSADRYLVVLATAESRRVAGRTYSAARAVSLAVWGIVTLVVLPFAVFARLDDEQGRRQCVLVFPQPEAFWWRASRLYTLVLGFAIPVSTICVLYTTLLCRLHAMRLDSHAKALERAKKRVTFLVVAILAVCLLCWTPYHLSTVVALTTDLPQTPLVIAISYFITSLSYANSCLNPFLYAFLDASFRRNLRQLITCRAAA
# GalR3 antag – GalR3 antagonists in HEK293 cells, primary screen, cell-based, fluorescence readout; inhibition, % at 3 µM; hit rate 0.44% among 360,000; HEK293 GalR3-CNG cAMP membrane potential fluorescence; galR3 body fused to GalR1 C-terminus;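 active = inhibition above the screen-wide average plus 3 SD, cut at about 13% in these data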;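 note: forskolin and galanin both at EC90 stimulate the cells; cAMP rise reported by CNG channel membrane potential dye signal; 0% = forskolin plus galanin with DMSO and 100% = forskolin alone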
# Target sequence (O60755 1-299 limits assumed): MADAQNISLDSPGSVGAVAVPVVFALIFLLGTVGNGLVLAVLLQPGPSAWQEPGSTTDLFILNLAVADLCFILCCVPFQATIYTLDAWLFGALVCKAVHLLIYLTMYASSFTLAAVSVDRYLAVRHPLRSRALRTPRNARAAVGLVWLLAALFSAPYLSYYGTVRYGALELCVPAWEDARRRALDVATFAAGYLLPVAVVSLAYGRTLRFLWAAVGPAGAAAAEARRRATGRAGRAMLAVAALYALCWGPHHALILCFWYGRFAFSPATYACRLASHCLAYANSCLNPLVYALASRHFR
# NS3 helicase inh – inhibitors of HCV NS3 helicase, primary screen, biochemical, Cy5 molecular beacon fluorescence. NS3 helicase DNA unwinding. inhibition, % at 10.9 µM. hit rate 0.56% among 290,000. AID 1800, 2009;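 active = inhibition above the mean of all tested compounds plus 3 SD, set per campaign, cut at about 35% in these data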;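 note: 0% = DMSO wells and 100% = thioflavine S control wells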
#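 System: HCV NS3 helicase fragment; control set: DMSO and thioflavine S; technique: Cy5 fluorescence at 0 and 60 min, beacon hairpin quenching; reagent: beacon DNA duplex substrate plus ATP; replicates: singlicate; schedule: 1 h reaction at 25 °C, ATP-initiated; medium: MOPS buffer pH 6.5 with MgCl2, DTT, Tween20, BSA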
# FID counter – compounds displacing fluorescent DNA intercalator, primary screen, artefact control for HCV NS3 helicase inhibitor project, biochemical, FID fluorescence | DNA fluorescent intercalator displacement | inhibition, % at 7.9 µM | hit rate 0.17% among 290,000 | AID 1845, 2009; in the data active = inhibition above about 37%;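 note: 0% = vehicle and 100% = reference compound; higher means more ethidium bromide displaced from hairpin DNA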
# OXTR ag – human OXTR agonists, primary screen, fluorescence, CHO-OTR cells, Fluo-8 calcium; Oxytocin receptor (Homo sapiens), P30559; Fluo-8 calcium fluorescence; normalized: DMSO 0%, oxytocin 100%; activation, % at 3 µM; hit rate 0.32% among 320,000;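 active = activation above the mean of all tested compounds plus 3 SD, cutoff set per screening run, cut at about 20% in these data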;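 note: peak over basal fluorescence ratio from a 100 s FLIPR kinetic read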
# PHOSPHO1 block – PubChem AID 1565; hit rate 1.1% among 290,000; recombinant PHOSPHO1, absorbance phosphatase assay; Phosphoethanolamine/phosphocholine phosphatase (Homo sapiens), Q8TCT1; inhibition, % at 13.3 µM; in the data active = inhibition above about 60%
# * = called active by the depositor; / = no result given.
item	canonical_smiles	V1R ag counter	IMP-1 inhibitor	VIM-2 inhibitor	GPR7 antagonist	GalR3 antag	NS3 helicase inh	FID counter	OXTR ag	PHOSPHO1 block
1	CC(=O)c1ccc(OCc2cc(C(=O)N3CCC(Oc4ccccc4C)CC3)no2)cc1	6.4	2.7	3.1	16	-1	6	-37	1.1	29
2	COc1ccc(-c2cc(C(F)(F)F)c3c(=O)n(-c4ccccc4)[nH]c3n2)cc1	1.0	-2.6	-1.5	-11	/	9	-9	2.8	8
3	O=C(CNC(=O)c1cccs1)NCCN1CCN(c2ccccc2F)CC1	0.1	-3.9	-3.8	5	0	-5	4	-1.3	11
4	COc1ccc(N2C(=O)c3cccc4cccc(c34)C2=O)nn1	-0.3	-0.5	1.0	-2	-6	-7	0	-0.2	-39
5	CC(=O)c1ccc(N2CCN(C(=O)C(=O)c3c(C)[nH]c4ccccc34)CC2)cc1	5.0	-2.6	-0.4	-4	7	-5	-33	7.0	48
6	CN(Cc1ccccc1)C(=O)c1ccc2c(c1)OCCO2	-1.1	-0.2	1.5	-6	-1	1	-8	-0.1	15
7	O=C(O)/C=C/C(=O)NNC(=O)c1cccc(Br)c1	-0.3	-2.9	-1.0	-6	-3	5	-8	-1.4	-1
8	O=C1CC(c2ccc(O)c(O)c2)Oc2c1ccc(O)c2O (stereo unspecified)	0.7	/	/	/	10	/	/	-0.7	-1
9	COc1ccc(/C=C(/NC(=O)c2ccccc2)C(=O)N2CCCC2)cc1	0.4	-4.1	-1.9	-6	-10	12	-26	1.2	12
10	NC(=O)C1(NC(=O)[C@@H]2CC3(CC(c4cccc(NC(=O)[C@@H]5CCC(=O)N5)c4)=NO3)CN2C(=O)Cc2ccc(C(F)(F)F)cc2)CC1 (stereo partly specified)	1.0	-3.6	-2.6	-8	2	-2	-29	-0.1	47
11	COc1cccc2cc(C(=O)Nc3ccccc3Cl)/c(=N/NS(=O)(=O)c3ccccc3)oc12	0.8	-1.0	-1.4	-8	-7	4	0	-0.2	27
12	COc1ccc(Nc2nc3ccccc3s2)cc1	-0.4	-2.6	-0.3	3	0	-3	0	-1.8	37
13	CCCC(C)NC(=O)CN1C(=O)NC2(CCc3ccccc32)C1=O (stereo unspecified)	-0.5	-1.9	-1.9	2	-2	2	-3	0.1	32
14	Cc1ccc(OCc2cc(C(=O)NCC(C)(C)N3CCOCC3)no2)cc1C	6.2	-2.7	-0.7	-7	-5	-15	13	2.1	4
15	O=C(c1ccc2ccccc2c1)N1CCN(c2ccccc2)CC1	-1.1	-2.8	-4.8	-12	-4	-1	-19	-1.8	-31
16	O=C1c2ccccc2C(=O)N1C1CCCCC1	-0.1	-1.0	0.5	-10	-4	-5	-4	-2.0	4
17	O=C(O)c1cc(S(=O)(=O)N2CCCC2)ccc1Br	0.7	-4.8	-2.2	-13	-6	-1	2	-1.1	-9
18	COc1ccc(/C=C/C(=O)NCC(=O)N/N=C/c2cccnc2)cc1	-0.7	-4.1	-3.5	-18	-5	3	-1	0.3	-1
19	CC(C)CN(C(=O)COC(=O)c1cc2ccccc2oc1=O)C1CCS(=O)(=O)C1 (stereo unspecified)	/	-3.7	0.1	-2	/	1	-2	/	-22
20	CCCC(=O)Nc1ccc(Br)cn1	0.3	-1.9	-3.7	-6	0	1	-1	-0.7	14
21	CC(C)CCN1C(=O)c2ccc(C(=O)Nc3ccccc3C(=O)O)cc2C1=O	/	-1.4	1.1	16	-10	20	21	/	-3
22	Cc1cc(S(=O)(=O)NCc2ccccc2)ccc1OCC(=O)NCc1ccncc1	-0.8	-2.8	1.3	0	0	3	-20	-0.4	25
23	O=P(c1ccccc1)(c1ccccc1)C(O)c1ccc(Br)cc1 (stereo unspecified)	11	-0.5	-1.8	13	-10	-3	-16	1.4	19
24	O=C(COC(=O)CCC(=O)c1ccc(Cl)cc1)NCC1CCCO1 (stereo unspecified)	0.9	-1.5	-0.2	-3	-8	3	-11	0.4	-5
25	Cc1ccc(-c2cc(C(=O)NCc3cccs3)no2)cc1	-0.1	-8.2	-0.9	-8	-2	6	-1	-0.1	34
26	Cc1c(C(=O)N2CCCc3ccccc32)oc2ccc(S(=O)(=O)N3CCOCC3)cc12	9.1	-3.5	-3.7	-14	-9	-10	2	9.5	24
27	COCCCNC(=O)C1CC(=O)N(c2ccc(C)cc2)C1 (stereo unspecified)	-0.1	-1.7	1.9	-12	-2	2	-5	-0.7	-8
28	O=C(NC1CCCCC1)C1CC(=O)N(c2ccc(Cl)cc2)C1 (stereo unspecified)	0.7	2.7	0.2	-6	-2	1	-4	0.5	9
29	Cc1c(C)n(CCc2c[nH]c3ccccc23)ccc1=O	0.6	-0.4	-0.5	-3	-3	-2	1	0.8	38
30	CC(C)(C)n1nc2c(c1NC(=O)COc1ccc(Cl)cc1)CS(=O)(=O)C2	-1.1	-1.6	-2.1	5	-6	1	-1	0.8	-7

# Compound profiles (already shown):
# O=C1CC(c2ccc(O)c(O)c2)Oc2c1ccc(O)c2O (stereo unspecified) as listed: V1R ag counter = 0.7; IMP-1 inhibitor = /; VIM-2 inhibitor = /; GPR7 antagonist = /; GalR3 antag = 10; NS3 helicase inh = /; FID counter = /; OXTR ag = -0.7; PHOSPHO1 block = -1
# COc1ccc(/C=C(/NC(=O)c2ccccc2)C(=O)N2CCCC2)cc1 as listed: V1R ag counter = 0.4; IMP-1 inhibitor = -4.1; VIM-2 inhibitor = -1.9; GPR7 antagonist = -6; GalR3 antag = -10; NS3 helicase inh = 12; FID counter = -26; OXTR ag = 1.2; PHOSPHO1 block = 12

# New compounds follow:
item	canonical_smiles	V1R ag counter	IMP-1 inhibitor	VIM-2 inhibitor	GPR7 antagonist	GalR3 antag	NS3 helicase inh	FID counter	OXTR ag	PHOSPHO1 block
31	CCc1cccc(NS(=O)(=O)c2c(C)n[nH]c2C)c1	2.0	-1.2	-2.1	-7	-4	-3	5	1.4	-3
32	Cc1[nH]c2ccccc2c1N=Nc1c(C)n(C)n(-c2ccccc2)c1=O	-1.2	-2.4	1.0	4	-6	1	0	-0.9	28
33	CCn1c(C(O)c2ccccc2)nc2ccccc21 (stereo unspecified)	0.5	-1.8	-3.5	-11	-4	-3	-9	-1.1	-5
34	Cc1ccc(C2=NN(CC(=O)NCCN(C)C)C(=O)CC2)cc1	-0.1	-2.2	-0.8	3	-8	-6	-3	0.0	50
35	COC(=O)C1=NNC2(c3ccc(C)cc3)C(=O)N(c3ccc(C)cc3)C(=O)C12 (stereo unspecified)	-1.3	-2.9	-2.2	-10	-6	16	-11	-2.2	28
36	O=C(NCc1ccncc1)c1cccc(F)c1	0.1	-4.8	-2.8	-6	-8	6	1	0.4	-42
37	CCCOc1ccc(CC(CC(=O)O)(C(=O)O)C(=O)O)cc1	0.3	-3.1	-1.5	2	-1	8	-11	0.0	6
38	NS(=O)(=O)c1ccc(N/N=C/c2ccc(C(=O)O)cc2)c([N+](=O)[O-])c1	-0.4	-2.6	-1.2	-13	-4	-4	-1	0.2	29
39	O=C(NCc1cccnc1)C(=O)Nc1nc(-c2ccccc2)cs1	-0.9	-4.4	-2.6	5	-8	-1	-15	1.2	46
40	Cc1ccc(NC(=O)Cn2cccc2)c(C)c1	0.3	-2.1	0.1	-11	1	-11	-4	-0.5	-7
41	Cc1ccc(-c2nc(CSCC(=O)N3CCN(C(=O)c4ccco4)CC3)c(C)o2)cc1	4.6	-1.8	-2.2	-9	0	11	-29	1.9	-13
42	Cc1cc(C)c2cc(C#N)c(SCC(=O)Nc3ccc4c(c3)OCO4)nc2c1	-0.2	-2.0	-2.9	-7	-3	-1	2	-1.9	10
43	CCOc1cccc(OCCOc2ccc(C(=O)c3ccccc3)cc2)c1	1.0	0.0	0.3	-1	-4	-4	-8	0.8	0
44	CCOc1cc(N2CCOCC2)c(OCC)cc1NC(=O)CN1C(=O)NC2(CCCCCCC2)C1=O	1.0	-1.2	-3.5	-3	5	5	-34	0.7	8
45	COc1ccc(C(=O)N=S2CCN(C(=O)c3ccc(Cl)cc3)CC2)cc1	-2.2	-0.6	-0.2	-2	1	-17	-21	-1.7	-28
46	C/C(=N\S(=O)(=O)c1ccc(C)cc1)N(C)C	0.3	-3.3	-3.1	-9	-4	1	0	0.5	43
47	O=C(Nc1ccc(Br)cc1)c1ccco1	0.1	-2.2	0.1	4	-4	10	2	-0.2	25
48	Cn1c(C(=O)N2CCN(c3ccc(F)cc3)CC2)cc2ccccc21	2.0	-1.0	-0.3	20	-7	-23	-30	0.2	14
49	O=C(NCC(c1cccs1)N1CCOCC1)c1ccccc1NS(=O)(=O)c1ccc(Cl)c([N+](=O)[O-])c1 (stereo unspecified)	11	0.4	-1.5	-1	-7	7	-36	8.6	-2
50	C=CCC1(CC=C)CCCN1C(=O)CC1C(=O)NCCN1Cc1cccc(OC)c1OC (stereo unspecified)	-0.7	-0.7	0.0	0	3	7	-37	0.7	45
51	Cc1ccc(Nc2ccc(C(N)=O)cc2[N+](=O)[O-])cc1C	1.4	-2.8	-5.0	-11	-6	-2	-3	-1.6	11
52	C=C1CC(C(=O)N/N=C/c2ccc(O)cc2)C1	1.1	-2.5	-3.7	-11	-1	18	-2	-0.3	4
53	O=C(O)c1ccc(Cl)c2c1C1C=CCC1C(c1ccccn1)N2 (stereo unspecified)	1.2	-0.1	-1.4	-9	/	63*	-18	0.8	83*
54	COC(=O)CC1C(=O)NCCN1C(=O)CSc1nnnn1-c1ccc(OC)cc1 (stereo unspecified)	-0.4	-3.8	-3.0	-13	-7	6	-4	-0.3	-5
55	O=C(Nc1ccc(OC(F)F)c(Cl)c1)C(c1ccccc1)c1ccccc1	1.7	-2.5	0.4	2	-8	1	-1	0.9	8
56	O=S(=O)(CC12C3C4C5C1C2C(Br)(C43)C51OCCO1)c1ccccc1 (stereo unspecified)	2.0	-2.6	0.1	-9	1	8	-15	1.6	9
57	CCN1CCN(C(=O)c2c(-c3ccccc3)noc2C)CC1	0.7	-2.2	0.0	-14	-8	-5	-1	1.6	-19
58	Cc1ccc(C)c(S(=O)(=O)Nc2ccccc2C(=O)Nc2cc(C)on2)c1	7.2	-0.3	2.5	1	-8	16	-19	9.7	-7
59	Cc1ccc(S(=O)(=O)Nc2cccc(Oc3cnccn3)c2)cc1	2.2	-2.5	-1.2	-15	7	-7	-13	1.1	34
60	Cn1c(SCC(N)=O)nnc1-c1ccccc1	-0.3	-2.5	-0.2	-5	-5	0	0	-0.4	34
61	O=[N+]([O-])c1ccccc1/C=N/NC1=NCCCCC1	0.3	-0.3	1.5	0	-4	14	15	0.2	-33
62	C/C=C/c1ccc(OCCCNC)c(OC)c1	0.5	-1.6	0.9	7	-5	-10	10	4.0	14
